GLP1R cytotox: cytotoxicity counter-screen for GLP-1 receptor inverse agonists; HEK293 cAMP-luciferase reporter cells, luminescence, 24 h; Potency, µM (doses to about 38.3 µM), without a hit: at the highest dose activity change, negative = inhibition, most hits filed as inhibitors; 410,000 tested, 0.13% active;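 also: loss of luciferase light is scored as toxicity; potency is read from the fitted curve at half-maximal effect; % is scaled to controls: 0 for no effect and ±100 for the full control effect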
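Luminescence readout: signal drop marks cytotoxicity. Plated cells grew 12 h at 37 °C, 5% CO2, received 23 nL compound for 24 h, then got luciferase reagent, read after 12 min at RT.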
HT1080 IDH1KD tx: toxicity to HT-1080 IDH1 knockdown cells (counter line). 360,000 tested, 2% active. AID 686971. Potency, µM (top dose mostly 46.1 µM), inactives show at the highest dose activity, negative = toxicity, actives largely listed as cytotoxic. HT-1080 IDH1 knockdown viability, ATP luminescence, 48 h;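 also: potency is read from the fitted curve at half-maximal effect; 0% = DMSO wells and -100% = cell-free medium wells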
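CellTiter-Glo luminescence after 48 h compound exposure at 37 degrees C of IDH1-knockdown HT-1080 cells in 5% FBS RPMI. %Activity scaled between DMSO wells and cell-free media wells, with curves fitted and assigned curve classes.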
IL-1B inflam inh: blocks inflammasome-driven IL-1 beta release; AID 743279; THP-1 LPS/ATP IL-1B secretion, AlphaLISA, 16 h; active compounds read low; activity change, % at 57.5 µM; 360,000 tested, 4.7% active; in the data active = activity change below about -50%; inconclusive = mostly about -30% to -49%; also: % is scaled to controls: 0 for no effect and ±100 for the full control effect
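THP-1 cells pretreated 1 hr with compounds (up to 57.5 uM final), then stimulated with LPS (250 ng/mL final) plus ATP (1.25 mM final); secreted IL-1B measured by AlphaLISA after 16 hr, decreased signal indicating inhibition.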
KB-V1 cytotox: kills drug-selected multidrug resistant KB-V1 cells; KB-V1 MDR cells viability, CellTiter-Glo, 72 h; AID 1347076; Potency, µM (titrated, usually from 46.1 µM), for the others: top-dose activity change, negative = cytotoxicity, hits mostly cytotoxic; 400,000 tested, 3.4% active; also: potency is read from the fitted curve at half-maximal effect; % is scaled to controls: 0 for no effect and ±100 for the full control effect; nearly all actives have a fitted effect of over 60% in size
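Cells of the MDR subline KB-V1 are plated, dosed with compound at multiple concentrations, and incubated 72 h at 37 degrees C; CellTiter-Glo is then added and luminescence read after 10 min.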
SW480 rereplic: DNA re-replication induction in SW480 cells. 340,000 tested, 1.8% active. Potency, µM (series often up to 46.1 µM), for the others: top-dose re-replication activation, hits mostly activators. SW480 DNA re-replication, Hoechst DNA content imaging, 48 h. AID 624297; also: potency is read from the fitted curve at half-maximal effect; % of control where 0% means no effect; nearly all actives have a fitted effect of over 55% in size
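SW480 cells exposed to compounds for 48 hr at 37 C, 5% CO2, then Hoechst-stained 40 min. Nuclear DNA content imaged by fluorescence scanning (405 nm excitation, 500-530 nm emission); re-replication scored as increased high-intensity nuclei.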
MCF10A rereplic: DNA re-replication induction in MCF 10a cells | AID 624296 | 350,000 tested, 2.9% active | Potency, µM (doses to about 46.1 µM), inactives show at the top dose activity, positive = re-replication, actives largely listed as activators | MCF 10A DNA re-replication, Hoechst nuclear intensity, 48 h; also: potency is read from the fitted curve at half-maximal effect; % of control where 0% means no effect; nearly all actives have a fitted effect of over 50% in size
KB-3-1 tox: KB-3-1 parental cell cytotoxicity; 400,000 tested, 1.4% active; KB-3-1 viability, CellTiter-Glo ATP luminescence, 72 h; Potency, µM (highest dose often 46.1 µM), for inactives: at the highest dose activity change, negative = cytotoxic, usual class: cytotoxic; also: potency is read from the fitted curve at half-maximal effect; % is scaled to controls: 0 for no effect and ±100 for the full control effect; nearly all actives have a fitted effect of over 60% in size
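Viability of parental KB-3-1 cells, measured by CellTiter-Glo luminescence, followed a 72 h incubation at 37 °C with pinned compounds in phenol-red-free DMEM containing 10% FBS.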
DRD3 agonist: D3 dopamine receptor (human) agonism; P35462; D3R DiscoveRx beta-arrestin cells, luminescence, 90 min; max activation, %; 410,000 tested, 0.58% active; AID 652048; in the data active = max activation above about 30%; also: 0% is about no effect; mostly tested at two doses, the higher about 12 µM
Target sequence (P35462 whole entry, looked up): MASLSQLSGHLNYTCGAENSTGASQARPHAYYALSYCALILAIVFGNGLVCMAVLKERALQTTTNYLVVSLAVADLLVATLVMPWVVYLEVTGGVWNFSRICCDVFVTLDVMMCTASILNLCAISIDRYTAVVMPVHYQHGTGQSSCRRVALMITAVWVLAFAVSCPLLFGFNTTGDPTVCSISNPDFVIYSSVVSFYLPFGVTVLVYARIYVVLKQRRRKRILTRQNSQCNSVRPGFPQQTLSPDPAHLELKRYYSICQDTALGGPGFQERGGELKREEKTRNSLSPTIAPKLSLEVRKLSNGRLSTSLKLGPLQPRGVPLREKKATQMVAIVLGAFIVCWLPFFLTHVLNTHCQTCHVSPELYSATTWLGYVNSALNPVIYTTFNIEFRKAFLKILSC
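Cells at 1500/well, incubated overnight, then treated with pinned compounds (dopamine as control) for 90 min at 37 degrees C. DiscoveRx reagent added for 30 - 60 minutes at room temperature; luminescence read.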
HT1080NT lethal: kills 2HG-producing HT-1080-NT fibrosarcoma cells; HT-1080-NT fibrosarcoma viability, CellTiter-Glo ATP luminescence, 48 h; Potency, µM (highest dose often 46.1 µM), for the others: at the top dose activity, negative = less viability, most hits filed as cytotoxic; 360,000 tested, 1.6% active;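 also: NT is the 2HG producing partner of a matched IDH1 knockdown line; potency is read from the fitted curve at half-maximal effect; 0% = DMSO-treated cells and -100% = media-only wells without cells; nearly all actives have a fitted effect of over 55% in size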
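Luminescent CellTiter-Glo readout after 48 hours of compound exposure at 37 degrees C defined viability of HT-1080-NT cells. Activity was normalized to DMSO wells and cell-free media wells; concentration-response curves were fitted and assigned curve classes.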
Numbers without * were called inactive; ? = inconclusive; / = no result given; [ ] = another dose, or the depositor's remark. Unless noted, calls follow the shape of the dose curve; as a rule, active = well fitted curve in the direction sought with a large enough effect; inconclusive = small, poorly fitted or top-dose-only effect, or another doubt; inactive = no such curve, though single readings can be large; an effect the other way counts as inactive or inconclusive.

1) Cc1ncc(COC(=O)C(C)C)c2cc(C(=O)Nc3ccccc3C(F)(F)F)c(=O)oc12
2) CCc1nn2c(-c3ccccc3OC)ccnc2c1-c1ccccc1
3) O=C(NC[C@@H]1CC[C@@H](Cc2ccc(-c3ccccc3)cc2)O1)Nc1ccc(Br)cc1
4) Cc1cc(=O)oc2ccc(OCC(=O)O)cc12
5) CC(C)(C)n1nc(C2CC2)cc1NC(=O)Nc1ccc(Cl)cc1
6) O=C(Nc1ccccc1)c1c(F)cccc1F

Screen / compound no.,1,2,3,4,5,6
GLP1R cytotox,-6%,2%,1%,-7%,9%,0%
HT1080 IDH1KD tx,/,/,-2%,4%,-2%,12%
IL-1B inflam inh,/,/,-24,-19,8,-12
KB-V1 cytotox,4%,-12%,-7%,5%,0%,-6%
SW480 rereplic,/,/,0%,-22%,-7%,?
MCF10A rereplic,/,/,?,2%,10%,-2%
KB-3-1 tox,16%,-7%,?,0%,-22%,-18%
DRD3 agonist,-8,3,15,-1,1,-1
HT1080NT lethal,/,/,?,11%,-2%,1%

7) C=CCOC(=O)/C(=C/c1ccco1)NC(=O)/C=C/c1ccccc1
8) O=C(C1CCN(c2nnc(-n3cccc3)s2)CC1)N1CCN(c2cccc(C(F)(F)F)c2)CC1
9) CC1CCc2c(sc3nc(CN4CCOCC4)nc(Sc4ccccc4)c23)C1 (stereo not drawn)
10) CCCCN(C)CC(O)Cn1cc(/C=C/C(=O)c2ccc(OCC)cc2)c2ccccc21 (stereo not drawn)
11) CCN(CC)C(=O)CSc1nnc(-c2cnccn2)n1-c1ccc(C)cc1
12) COc1nc(-c2ccccc2)cc(C(F)(F)F)n1

Screen / compound no.,7,8,9,10,11,12
GLP1R cytotox,-9%,-26%,10%,32%[activator],-1%,-5%
HT1080 IDH1KD tx,7%,-17%,-2%,/,21%,-16%
IL-1B inflam inh,-20,5,-20,/,1,13
KB-V1 cytotox,-1%,-6%,8.2µM*,?,?,2%
SW480 rereplic,-4%,3%,-8%,/,-3%,0%
MCF10A rereplic,?,-2%,2%,/,7%,0%
KB-3-1 tox,6%,-15%,-1%,-24%,11%,-2%
DRD3 agonist,0,7,6,-13,-19,1
HT1080NT lethal,-1%,-12%,15%,/,9%,1%

13) Cn1ncc(Cl)c1C(=O)Nc1ccc2c(c1)CCC2
14) COc1ccc(-c2cc(C)no2)cc1S(=O)(=O)N1CCN(c2ccc([N+](=O)[O-])cc2)CC1
15) CCC(C)n1c(=O)c2sccc2n2c(CCCC(=O)N3CCC(C(N)=O)CC3)nnc12 (stereo not drawn)
16) Cn1cnc2c1c(=O)[nH]c(=O)n2Cc1ccccc1
17) O=C(Nc1ccccc1)C1CC(=O)N(c2ccc3c4c(cccc24)CC3)C1 (stereo not drawn)
18) CCc1noc(C)c1C(=O)Nc1ccccc1C(C)(C)C

Screen / compound no.,13,14,15,16,17,18
GLP1R cytotox,-3%,-7%,-5%,-5%,1%,-3%
HT1080 IDH1KD tx,-9%,-8%,-1%,-2%,-11%,9%
IL-1B inflam inh,14,31,0,-9,?,8
KB-V1 cytotox,-18%,-1%,12%,12%,2%,-6%
SW480 rereplic,1%,3%,7%,6%,?,1%
MCF10A rereplic,1%,8%,1%,-6%,?,1%
KB-3-1 tox,-7%,-28%,-7%,-18%,?,-1%
DRD3 agonist,-10,3,2,-3,-2,2
HT1080NT lethal,1%,-4%,-8%,-3%,-21%,7%

19) O=C(CCCCCN1C(=O)c2cccc3cccc(c23)C1=O)NCCO
20) O=C(CCCOc1ccc(Cl)cc1Cl)N/N=C/c1cccc([N+](=O)[O-])c1
21) CC(=O)c1ccc2c(c1)OCCOCCOCCOCCOCCO2
22) Cc1ccc(S(=O)(=O)N/N=C(\c2ccccc2)c2cccnc2)cc1
23) CN(C(=O)COC(=O)c1cccnc1Nc1ccccc1F)C1CCS(=O)(=O)C1 (stereo not drawn)
24) Nc1ccc(N2CCCCC2)c2nonc12

Screen / compound no.,19,20,21,22,23,24
GLP1R cytotox,0%,2%,0%,-5%,-6%,23%
HT1080 IDH1KD tx,-1%,0%,14%,6%,0%,-12%
IL-1B inflam inh,?,-5,-12,-3,6,9
KB-V1 cytotox,12%,3%,8%,3%,5%,?
SW480 rereplic,-5%,0%,-1%,0%,-2%,25%
MCF10A rereplic,4%,?,4%,?,-6%,22%
KB-3-1 tox,?,1%,16%,10%,1%,-23%
DRD3 agonist,3,-2,-5,4,1,1
HT1080NT lethal,3%,1%,?,4%,-12%,?

Rewritten with two lines to a compound: 8 of the compounds above.
Results follow in this order: GLP1R cytotox | HT1080 IDH1KD tx | IL-1B inflam inh | KB-V1 cytotox | SW480 rereplic | MCF10A rereplic | KB-3-1 tox | DRD3 agonist | HT1080NT lethal
17: O=C(Nc1ccccc1)C1CC(=O)N(c2ccc3c4c(cccc24)CC3)C1 (stereo not drawn)
    1% | -11% | ? | 2% | ? | ? | ? | -2 | -21%
18: CCc1noc(C)c1C(=O)Nc1ccccc1C(C)(C)C
    -3% | 9% | 8 | -6% | 1% | 1% | -1% | 2 | 7%
19: O=C(CCCCCN1C(=O)c2cccc3cccc(c23)C1=O)NCCO
    0% | -1% | ? | 12% | -5% | 4% | ? | 3 | 3%
20: O=C(CCCOc1ccc(Cl)cc1Cl)N/N=C/c1cccc([N+](=O)[O-])c1
    2% | 0% | -5 | 3% | 0% | ? | 1% | -2 | 1%
21: CC(=O)c1ccc2c(c1)OCCOCCOCCOCCOCCO2
    0% | 14% | -12 | 8% | -1% | 4% | 16% | -5 | ?
22: Cc1ccc(S(=O)(=O)N/N=C(\c2ccccc2)c2cccnc2)cc1
    -5% | 6% | -3 | 3% | 0% | ? | 10% | 4 | 4%
23: CN(C(=O)COC(=O)c1cccnc1Nc1ccccc1F)C1CCS(=O)(=O)C1 (stereo not drawn)
    -6% | 0% | 6 | 5% | -2% | -6% | 1% | 1 | -12%
24: Nc1ccc(N2CCCCC2)c2nonc12
    23% | -12% | 9 | ? | 25% | 22% | -23% | 1 | ?

Screens as filed in PubChem.
